Compound activity (PubChem BioAssay)
GalR3 antagonist: blocks the human galanin receptor 3. inhibition, % at 3 µM. AID 651719. 0.44% of 360,000 active. HEK293 GalR3-CNG cAMP membrane potential fluorescence; galR3 body fused to GalR1 C-terminus;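 active = inhibition above the screen-wide average plus 3 SD, cut at about 13% in these data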;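 also: forskolin and galanin both at EC90 stimulate the cells; cAMP rise reported by CNG channel membrane potential dye signal; 0% = forskolin plus galanin with DMSO and 100% = forskolin alone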
Target sequence (O60755 1-299 limits assumed): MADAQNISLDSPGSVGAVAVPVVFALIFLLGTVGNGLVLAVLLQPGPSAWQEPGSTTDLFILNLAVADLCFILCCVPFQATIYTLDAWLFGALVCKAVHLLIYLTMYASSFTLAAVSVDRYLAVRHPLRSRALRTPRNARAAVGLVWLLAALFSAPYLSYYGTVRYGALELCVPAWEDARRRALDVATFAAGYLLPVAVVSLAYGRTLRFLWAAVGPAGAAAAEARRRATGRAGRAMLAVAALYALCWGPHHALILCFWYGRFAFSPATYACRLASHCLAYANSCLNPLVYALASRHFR
M4 PAM: positive allosteric modulators of human muscarinic M4 receptor. CHO-K1 hM4/Gqi5, Fluo-8 calcium fluorescence, ACh EC20; 0% = ACh EC20, 100% = maximal ACh. activation, % at 3 µM. 0.4% of 360,000 active. AID 624126;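 active = activation above its plate's cutoff, the mean activation of sample wells plus 3 SD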; also: some results filed as inactive read as strong as hits
Target sequence (P08173 whole entry, looked up): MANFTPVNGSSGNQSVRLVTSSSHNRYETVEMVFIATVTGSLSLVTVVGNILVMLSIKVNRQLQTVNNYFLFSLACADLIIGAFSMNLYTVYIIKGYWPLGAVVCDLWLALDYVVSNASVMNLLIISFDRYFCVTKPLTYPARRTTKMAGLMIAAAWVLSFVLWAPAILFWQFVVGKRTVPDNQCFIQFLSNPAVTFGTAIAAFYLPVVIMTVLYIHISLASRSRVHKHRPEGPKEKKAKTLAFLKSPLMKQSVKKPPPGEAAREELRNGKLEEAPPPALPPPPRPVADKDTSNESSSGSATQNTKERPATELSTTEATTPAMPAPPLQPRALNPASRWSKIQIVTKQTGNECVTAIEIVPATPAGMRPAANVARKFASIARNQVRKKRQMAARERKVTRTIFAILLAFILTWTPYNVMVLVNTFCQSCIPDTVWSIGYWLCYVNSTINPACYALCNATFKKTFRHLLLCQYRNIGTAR
* marks the source's active call; other numbers are inactive results. This is a subset; the hit share may differ from the screen's.

GalR3 antagonist | M4 PAM | Compound
-6 | 5 | COc1ccc(Cc2c(-c3cccc(Br)c3)nc3cc(C)c(Br)c(C)n23)c(C)c1
-6 | 4 | O=C1NC[C@H](Cc2ccccc2)N(C[C@@H]2CCCN2C[C@H](Cc2ccccc2)N2C[C@H](Cc3ccc(O)cc3)N(CCc3ccccc3)C(=O)C2=O)C1=O
-11 | -8 | CCc1nc2ccc(C(=O)N(C)Cc3ccccc3)cn2c1N(C)CCCc1ccccc1
-4 | -11 | CCCc1c(-c2ccc(Cl)cc2)ncn1Cc1cccc(-c2ccccc2)c1
-5 | 17* | CCCS(=O)(=O)NC(=O)C1(C)CCCN(C(=O)c2ccc3ccccc3c2)C1 (stereo unspecified)
-5 | 7 | c1ccc(CN2CCC3CC2c2c3cccc2N2CCOCC2)cc1 (stereo unspecified)
-5 | 10 | Cc1ccc(S(=O)(=O)N2[C@H](CC(=O)c3cccc4ccccc34)OC[C@@H]2C(C)C)cc1
-8 | -4 | C=CCN1[C@@H](Cc2ccccc2)COc2cc(N3CCSCC3)ccc2S1(=O)=O
-4 | -14 | Cc1ccc(Cl)cc1-c1cc(C(=O)Nc2ccc(F)cc2)[nH]n1
-1 | 4 | Nc1nc2ncccn2c1-c1ccc(F)c(F)c1
-7 | 12 | Cc1ccc(NC(=O)CNC(=O)CN2C(=O)c3ccccc3C2=O)cc1
-6 | -1 | Cc1ccc(CN2CC(N3CCC(c4ccccc4)CC3)CS2(=O)=O)cc1 (stereo unspecified)
-6 | -10 | CCc1nc2ccc(C(=O)Nc3ccc(C(=O)N(C)C)cc3)cn2c1N(C)CCCc1ccccc1
-8 | 7 | Cc1ccc2nc(-c3cccc(Br)c3)c(Cc3ccccc3)n2c1
-1 | -8 | O=C(Nc1ccc2c(c1)OCCO2)C(C1CC1)N1CCN(C/C=C/c2ccccc2)CC1 (stereo unspecified)
-6 | 3 | O=c1c(-c2ccccc2)nc2ccccc2n1C(c1ccccn1)c1nc2ccccc2[nH]1 (stereo unspecified)

Brought forward from above: seven entries; new compounds follow.
GalR3 antagonist | M4 PAM | Compound
-1 | 4 | Nc1nc2ncccn2c1-c1ccc(F)c(F)c1
-7 | 12 | Cc1ccc(NC(=O)CNC(=O)CN2C(=O)c3ccccc3C2=O)cc1
-6 | -1 | Cc1ccc(CN2CC(N3CCC(c4ccccc4)CC3)CS2(=O)=O)cc1 (stereo unspecified)
-6 | -10 | CCc1nc2ccc(C(=O)Nc3ccc(C(=O)N(C)C)cc3)cn2c1N(C)CCCc1ccccc1
-8 | 7 | Cc1ccc2nc(-c3cccc(Br)c3)c(Cc3ccccc3)n2c1
-1 | -8 | O=C(Nc1ccc2c(c1)OCCO2)C(C1CC1)N1CCN(C/C=C/c2ccccc2)CC1 (stereo unspecified)
-6 | 3 | O=c1c(-c2ccccc2)nc2ccccc2n1C(c1ccccn1)c1nc2ccccc2[nH]1 (stereo unspecified)
0 | 2 | CCOC(=O)C1(C)CCN1C(=O)c1cc(F)ccc1C (stereo unspecified)
-7 | 1 | N#Cc1ccc(-c2nc3c4ccccc4ccn3c2Cc2ccccc2C(F)(F)F)cc1
-2 | 1 | CC(=O)c1cccc(NC(=O)C2(C)Cc3c(-c4cccc(C(F)(F)F)c4)ccnc3O2)c1 (stereo unspecified)
0 | 1 | CCOC(=O)[C@]12CCC=C1N(CCC1=CCCCC1)C(=O)[C@H](CC(=O)NCCCOC)C2
-6 | 10 | O=C(OCCO)c1c(C2=CCCCC2)oc2c1C(OCCO)CCC2 (stereo unspecified)
-6 | -6 | O=C1CCc2cc(S(=O)(=O)Nc3cccc(Cl)c3)ccc2N1
-6 | 6 | O=S1(=O)CC(N2CCN(CCO)CC2)CN1Cc1cn(Cc2cccc(Cl)c2)nn1 (stereo unspecified)
-1 | 1 | CCc1nc2ccc(C(=O)NCCCN3CCCC3=O)cn2c1N(C)C(=O)Nc1ccccc1OC
-7 | 0 | CN(C)CCCNc1nc2cc(-c3ccsc3)sc2c(=O)n1C
-4 | 4 | O=C1NC[C@@H](CCCCN2CCN(CCc3ccccc3)C(=O)C2=O)N(CCc2ccc(O)cc2)C1=O
-8 | -6 | O=C(C[C@@H]1CC[C@@H]2[C@H](COC[C@H](O)CN2Cc2cccc(C(F)(F)F)c2)O1)NCc1ccc(Cl)cc1
-6 | -9 | Cc1cccc(CN2CCN(C3CN(Cc4cn(Cc5cccc(C(F)(F)F)c5)nn4)S(=O)(=O)C3)CC2)c1 (stereo unspecified)
-5 | -6 | O=S1(=O)CC(N2CCN(CC3CC3)CC2)CN1Cc1ccccc1 (stereo unspecified)
3 | -6 | COc1ccccc1CNC(=O)C1CCCN1S(=O)(=O)c1ccc2c(c1)C(C)(C)C(=O)N2C (stereo unspecified)
-9 | -3 | CSc1ccc(CN2CCC2(C)C(=O)Nc2cnc3ccccc3c2)cc1 (stereo unspecified)
2 | 11 | FC(F)(F)c1ccc(Cl)c(Nc2nnc(-c3ccncc3)s2)c1
0 | 3 | COc1ccc(-c2nc3cc(C)c(Br)c(C)n3c2Cc2ccccc2C(F)(F)F)cc1OC
-3 | 5 | Cc1cccc(C)c1-n1nnnc1C1(C)CCC(=O)N1Cc1ccco1 (stereo unspecified)
-6 | -1 | CN(C)CC#Cc1cccc(-c2nc(C(=O)O)cc3c2[C@@H](CCO)N(S(=O)C(C)(C)C)C3)c1 (stereo partly specified)
-3 | 11 | O=C(NCc1cccnc1)OC1CC2CC1[C@H]1CCCCN1C2=O (stereo partly specified)
-1 | -5 | CCc1nc2c(OCc3ccc(F)c(F)c3)cccn2c1N(C)C(=O)c1ccc(C)cc1
-2 | 2 | CCc1ccc([C@H]2[C@@H]3C(=O)C[C@@H]4C(=O)N(CC)C(=O)[C@@H]4[C@@H]3CN2S(=O)(=O)c2ccc(C)cc2)cc1
-4 | 2 | COc1ccc(CN2C(=O)CSCC2(C)C(=O)Nc2c(C)cccc2C)cc1 (stereo unspecified)
-6 | 4 | NC(=O)c1c(N)[nH]c(C(=O)c2ccccc2)c1-c1ccccc1Br
-7 | 0 | CC(C)(C)NC(=O)C1C(c2ccccc2)=Nc2ccccc2N1C(=O)c1ccc(C(F)(F)F)cc1 (stereo unspecified)
-4 | 14 | CC(C)CC(=O)[C@@H](O)Cc1ccc(O)cc1
1 | 6 | CC(=O)NCCNc1nc2cc(-c3ccc(C)cc3)sc2c(=O)n1C
-5 | -5 | O=C(Nc1cccc(OC(F)(F)F)c1)C1Cc2c(-c3ccc(Cl)cc3)ccnc2O1 (stereo unspecified)
-7 | 0 | CC(C)C[C@H]1CNC(=O)C(=O)N1C[C@H]1CCCN1C[C@H](CC(C)C)N1C[C@H](CC(C)C)N(CCc2ccccc2)C(=O)C1=O
-7 | 4 | Cc1ccc(F)cc1C(=O)N1CCCCC1c1cc(C(=O)NC(C)C)no1 (stereo unspecified)
0 | -4 | CNc1nc(NCCCN2CCCC2=O)c2sccc2n1
-7 | 2 | CCNC(=O)C1(C)CCCN(C(=O)c2c(C)noc2C)C1 (stereo unspecified)
-8 | 0 | CCOC1=C2[C@@H](CN(S(=O)(=O)c3ccc(C)cc3)[C@H]2c2cccc3ccccc23)[C@H]2C(=O)N(CC)C(=O)[C@H]2C1
2 | 0 | C/C=C1\NC(=O)[C@H](C)NC(=O)[C@@H](NC(=O)[C@H](Cc2ccc(O)cc2)NC(=O)[C@@H](NC(=O)/C(C)=C/C)C(C)C)[C@@H](C)OC(=O)[C@H](CCCc2ccc(O)cc2)NC(=O)[C@@H](CCC(=O)OC)NC1=O
1 | -4 | CC(C)Cc1ccc(-c2cc3nc(NCCc4ccc(S(N)(=O)=O)cc4)ccn3n2)cc1
-7 | 6 | CC(C)n1nnnc1C1c2ccccc2C(=O)N1CCc1c[nH]c2ccccc12 (stereo unspecified)
-7 | 3 | CCOC(=O)C1(C)CCN1C(=O)c1cncc(Br)c1 (stereo unspecified)
-9 | -3 | CCCOc1ccc(F)cc1-c1cc(C(=O)NCc2cccc(Cl)c2)[nH]n1
-6 | -1 | O=C(Nc1ccc(F)cc1)C(c1ccccc1)N1CCN(c2ccncc2)CC1 (stereo unspecified)
-8 | -5 | CC1(C(=O)NCc2ccccc2)CCC(=O)N1CCCn1ccnc1 (stereo unspecified)

Ordered by length of the SMILES (smallest number first): some entries from above
GalR3 antagonist | M4 PAM | Compound
-4 | -14 | Cc1ccc(Cl)cc1-c1cc(C(=O)Nc2ccc(F)cc2)[nH]n1
-11 | -8 | CCc1nc2ccc(C(=O)N(C)Cc3ccccc3)cn2c1N(C)CCCc1ccccc1
2 | 0 | C/C=C1\NC(=O)[C@H](C)NC(=O)[C@@H](NC(=O)[C@H](Cc2ccc(O)cc2)NC(=O)[C@@H](NC(=O)/C(C)=C/C)C(C)C)[C@@H](C)OC(=O)[C@H](CCCc2ccc(O)cc2)NC(=O)[C@@H](CCC(=O)OC)NC1=O

Next section
GalR3 antagonist | M4 PAM | Compound
-8 | -1 | CNc1cccc(-c2c(OC)cccc2OC)n1
-3 | 7 | COc1ccc(CN2C[C@@H](CO)O[C@@H](n3cnc4c(N5CCN(C)CC5)ncnc43)C2)cc1
-2 | 1 | CN(C)CCCOc1ccc(-c2ccc3nccn3c2)cn1
-6 | -2 | Cc1cc(F)ccc1C(O)c1ncc(-c2ccccc2C(F)(F)F)[nH]1 (stereo unspecified)
-4 | 2 | C(=C\c1ccccc1)/CN1CCN(C(c2cc3ccccc3o2)c2nnnn2C2CCCCC2)CC1 (stereo unspecified)
-7 | 3 | O=C(NCc1ccncc1)[C@@H]1CCCN1C(=O)[C@H]1CCCN1C(=O)c1cccc(Cl)c1
3 | 3 | CC(C)C[C@@H]1COc2cccc(N3CCC[C@H]3CO)c2S(=O)(=O)N1
-5 | 2 | Cc1cccc(C)c1NC(=O)c1ccc2sc([C@@H]3O[C@H](CO)[C@H](O)[C@H](O)[C@H]3O)nc2c1
-7 | 0 | COC(=O)[C@]12CCCCC=C1N(Cc1ccc(Cl)cc1Cl)C(=O)[C@H](CC(=O)NCc1cccc3ccccc13)C2
-5 | 9 | CN1CCN(c2cccc3c2S(=O)(=O)N[C@@H](Cc2ccccc2)CO3)CC1
-8 | 5 | CCCCNC(=O)C1C(c2ccc(OC)cc2)=Nc2ccccc2N1C(=O)c1ccc2ncccc2c1 (stereo unspecified)
-6 | 2 | COc1cccc(-c2cnc(C(O)c3cc(C)ccc3C)[nH]2)c1 (stereo unspecified)
-4 | -3 | Cc1ccccc1S(=O)(=O)NC(=O)C1(C)CCN1C(=O)Cc1cc(F)ccc1F (stereo unspecified)
-9 | -7 | COC(=O)N1CCCCC1c1cc(C(=O)Nc2cccc3c2CCCC3)no1 (stereo unspecified)
-5 | -5 | COCCNc1nc(NCc2ccc(NC(C)=O)cc2)c2sccc2n1
-7 | 2 | CC(=O)Nc1ccc(NC(=O)C2Cc3c(-c4cccc(F)c4)ccnc3O2)cc1 (stereo unspecified)
2 | 1 | CCN(c1cccc(C)c1)S(=O)(=O)c1cc2[nH]c(=O)c(=O)[nH]c2cc1C
-7 | -9 | O=S1(=O)CC(N2CCN(Cc3ccccc3F)CC2)CN1Cc1cn(Cc2ccc(C(F)(F)F)cc2)nn1 (stereo unspecified)
1 | 13 | CCCNC(=O)N[C@H]1C=C[C@H](CC(=O)OC)O[C@@H]1CO
-5 | 17 | Fc1cccc(F)c1C(Nc1nncs1)Nc1nncs1
-6 | 0 | C[C@H](c1ccccc1)N1C[C@@H](COCc2ccccc2)Oc2cc(N3CC[C@H](O)C3)ccc2S1(=O)=O
-6 | -6 | CN(CCc1ccccc1)C(c1ccnc2ccccc12)c1nnnn1-c1ccc2c(c1)OCCO2 (stereo unspecified)
-7 | 9 | CCCCNc1c(-c2cc3ccccc3o2)nc2nc(C)cc(C)n12
-4 | -3 | CC(=O)Nc1cccc(-c2ccnc3c2CC(C)(C(=O)NCc2ccc(N(C)C)cc2)O3)c1 (stereo unspecified)
-2 | -1 | COc1cccc(Nc2nc(C(N)c3ccccc3Cl)cs2)n1 (stereo unspecified)
0 | -1 | CCOC(=O)c1ccc(-c2ccc3ncnc(N(C)Cc4sccc4C)c3c2)o1
-4 | -12 | CCCc1nc2ccc(C)cn2c1Cc1cccc(Cl)c1
-5 | -1 | N#Cc1ccc(-c2nc3ccc(Cl)cn3c2Cc2cccc(Cl)c2)cc1
-1 | 0 | COc1ccccc1Cc1c(-c2ccc(OC)c(OC)c2)nc2c3ccccc3ccn12
-5 | -4 | O=c1[nH]c2cc(O)ccc2c2ccccc12
-4 | 6 | Cc1cccc(C)c1-n1nnnc1-c1nc2cc3ccccc3cc2[nH]c1=O
0 | -5 | O=C(NCCc1ccccc1F)c1[nH]c(C(F)(F)F)nc1-c1ccccc1
-6 | -1 | Cc1ccc(CNC(=O)C2(C)CCN2C(=O)Cc2ccc(C(C)(C)C)cc2)cc1 (stereo unspecified)
0 | 6 | CCN(CC)C(=O)c1ccc2nc([C@@H]3O[C@H](CO)[C@H](O)[C@H](O)[C@H]3O)[nH]c2c1
-6 | -6 | Cc1ccc2nc(-c3ccccc3)c(Cc3cccc(F)c3)n2c1
4 | -3 | CCc1ccc2cc(C)cc(C)c2n1
-3 | -2 | CCCCC[C@@H](C)N1C[C@@H](COCc2ccccc2)Oc2cc(N3CCC[C@@H]3COC)ccc2S1(=O)=O
-2 | 0 | COc1ccccc1CNc1nc2cc(-c3ccsc3)sc2c(=O)n1C
-7 | 5 | CC(C)(C)c1ccc(S(=O)(=O)NC(=O)C2(C)CCN2C(=O)C2(c3ccc(Cl)cc3)CC2)cc1 (stereo unspecified)
-4 | 5 | CC(=O)Nc1cncc(-c2cccc(C(=O)NCCN(C)C)c2)n1
-2 | -5 | CCc1ccc2c(F)cccc2n1
-6 | 1 | CS(=O)(=O)Nc1ccc(Br)cc1
-4 | 7 | O=C(c1cc(Cl)cc(Cl)c1)N1CCC(=O)N([C@H](COCc2ccccc2)Cc2ccccc2)CC1
-1 | 0 | O=C(C[C@H]1CC[C@H](NC(=O)Nc2ccccc2F)[C@@H](CO)O1)NCc1ccc(-c2ccccc2)cc1
-5 | -2 | COc1ccc(CCNC(=O)c2cc([C@@H](NC(=O)OC(C)(C)C)C(C)C)sc2N)cc1OC
